# Assay outcomes from PubChem.
# L3MBTL1 inh – blocks human L3MBTL1. Q9Y468. AlphaScreen L3MBTL1–H3K9me1 peptide binding. 230,000 compounds, 0.66% hits. Potency, µM (titrated, usually from 57.1 µM), without a hit: at the top dose activity, negative = inhibition, actives largely listed as inhibitors; active = well fitted inhibition curve with a large enough effect; inconclusive = small, poorly fitted or top-dose-only effect; inactive = no such curve, though single readings can be large or run the other way; also: nearly all actives have a fitted effect of over 60% in size
# Target sequence (Q9Y468 whole entry, looked up): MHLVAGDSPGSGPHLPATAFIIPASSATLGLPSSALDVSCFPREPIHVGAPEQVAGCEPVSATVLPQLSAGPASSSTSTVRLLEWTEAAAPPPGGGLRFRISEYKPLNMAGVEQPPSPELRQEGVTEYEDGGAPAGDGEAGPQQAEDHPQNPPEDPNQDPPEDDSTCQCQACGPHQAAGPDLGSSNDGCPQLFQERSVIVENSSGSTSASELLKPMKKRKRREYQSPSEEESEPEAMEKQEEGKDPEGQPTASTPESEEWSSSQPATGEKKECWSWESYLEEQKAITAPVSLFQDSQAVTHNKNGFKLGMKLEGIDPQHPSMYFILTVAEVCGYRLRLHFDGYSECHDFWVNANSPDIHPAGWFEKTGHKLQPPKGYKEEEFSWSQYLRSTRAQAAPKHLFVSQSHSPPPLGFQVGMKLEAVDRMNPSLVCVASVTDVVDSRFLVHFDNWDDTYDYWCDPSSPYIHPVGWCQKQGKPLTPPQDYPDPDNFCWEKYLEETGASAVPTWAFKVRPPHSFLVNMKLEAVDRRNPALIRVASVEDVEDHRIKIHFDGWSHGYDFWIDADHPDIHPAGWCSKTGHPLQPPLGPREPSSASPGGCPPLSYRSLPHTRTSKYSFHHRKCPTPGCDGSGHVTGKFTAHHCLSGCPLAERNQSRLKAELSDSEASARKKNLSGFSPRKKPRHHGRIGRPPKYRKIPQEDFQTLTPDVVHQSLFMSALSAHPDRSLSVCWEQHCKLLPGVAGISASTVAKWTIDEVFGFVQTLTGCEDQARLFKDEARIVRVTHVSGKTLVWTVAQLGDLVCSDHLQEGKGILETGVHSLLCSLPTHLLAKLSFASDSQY
#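 AlphaScreen proximity signal between nickel-chelate acceptor and streptavidin donor beads (final 10 ug/mL) reports binding of 50 nM L3MBTL1 to 75 nM biotin-H3 K9me1 peptide; complex incubated with compounds 30 min at room temperature; cefsulodin titration as control.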
# The depositor's hits bear a star; ? = inconclusive; [ ] = another dose, or the depositor's remark. % is scaled to controls: 0 for no effect and ±100 for the full control effect; potency is read from the fitted curve at half-maximal effect. These rows are one share of the data; rates above refer to the full screens.
item	canonical_smiles	L3MBTL1 inh
1	COC(=O)C1=CN(c2ccc(OC)cc2)C=C(C(=O)OC)C1c1cccc(F)c1	37.5%[activator]
2	CCN(C[C@H]1N[C@@](Cc2ccccc2)(C(=O)OC)[C@H]2C(=O)N(Cc3ccccc3)C(=O)[C@@H]12)S(=O)(=O)c1ccc(C)cc1	?
3	CCOc1ccc(NS(=O)(=O)c2cc(C(=O)N3CC(C)OC(C)C3)ccc2C)cc1 (centres undefined)	3.1%
4	CN(CC(=O)Nc1ccc(Cl)c(Cl)c1)C(=O)c1cccc2cccnc12	6.8%
5	CCOc1cc(NC(=S)NCc2ccccc2)c(OCC)cc1NC(=O)C(C)C	55.7%[activator]
6	O=C(CC1SC(N2CCOCC2)=NC1=O)Nc1ccc(Cl)c(C(F)(F)F)c1 (centres undefined)	4.1%
7	CCCCn1c(N)c(N(CC(C)C)C(=O)CSc2ccc3c(c2)OCCO3)c(=O)[nH]c1=O	-9.0%
8	CCOc1cc(/C=C2/N=C(c3ccc4c(c3)OCO4)OC2=O)ccc1OC(C)=O	-0.4%
9	COc1ccc(C(=O)NCCCCNC(=O)c2ccc(OC)c(OC)c2)cc1OC	-6.0%
10	CCCc1cc(C(=O)OCC(=O)N2CCN(c3ccc(OC)cc3)CC2)sc1C	-28.0%
11	CC(C)CN(C(=O)CSc1nnc(C2CC2)n1-c1ccccc1)C1CCS(=O)(=O)C1 (centres undefined)	-7.6%
12	CC(C)Cc1nnc(NC(=O)C2CC(=O)N(c3ccc4c(c3)OCCO4)C2)s1 (centres undefined)	-5.3%
13	CCOc1cc(C2C(C#N)=C(N)Oc3cc(N)ccc32)ccc1O (centres undefined)	23.1%
14	COCC(C)n1c(SCC(=O)NC(=O)Cc2ccccc2)nc2ccccc2c1=O (centres undefined)	0.1%
15	CCN1CCN(c2ccccc2NC(=O)C(C)Oc2ccc(C(C)=O)cc2)CC1 (centres undefined)	-0.7%
16	O=C(c1ccco1)N1CCC(c2nc3ccccc3[nH]2)CC1	1.7%
17	Cc1cc(S(=O)(=O)N2CCc3ccccc3C2)ccc1F	-1.7%[2.29 µM]
18	CN(Cc1cccc(F)c1)C(=O)c1ccc(S(=O)(=O)N2CCCCCC2)cc1	-10.5%
19	O=C1C(=O)N(Cc2cccs2)c2ccccc21	-5.9%
20	c1ccc(-c2ccccc2OCCN2CCCC2)cc1	-12.6%
21	COc1ccc(C2Nc3ccccc3NC3=C2C(=O)CC(C)(C)C3)c(OC)c1OC (centres undefined)	8.5%
22	Cc1ccc(NC2=CC(=O)C(=O)c3ccccc32)c(C)c1	-0.7%
23	O=C(c1cnn(C(=O)c2ccco2)c1)c1cc(Cl)cc(Cl)c1O	-2.4%
24	N#Cc1ccsc1NC(=O)C1CCN(S(=O)(=O)c2cccs2)CC1	4.7%
25	Cc1onc(-c2c(Cl)cccc2Cl)c1C(=O)N[C@@H]1C(=O)N2[C@@H]1SC(C)(C)[C@@H]2C(=O)O	0.7%
26	CCN1C(=O)[C@H]2[C@H]3CN=C(SCc4ccc(C(=O)OC)cc4)N3[C@@](CC)(C(=O)OC)[C@H]2C1=O	5.2%
27	O=C1NC(Cc2ccccc2)c2nc3ccccc3c(=O)n2-c2ccc(Cl)cc21 (centres undefined)	-1.0%
28	O=C(NCC(c1ccco1)N1CCCC1)c1ccc(S(=O)(=O)Nc2ccccc2F)cc1 (centres undefined)	2.0%
29	CC(OC(=O)Cc1ccc(Br)cc1)C(=O)NC1CCCC1 (centres undefined)	12.7%
30	CCCCN1CC(=O)N2[C@H]3c4ccc(OC)cc4OC[C@@H]3[C@H](C(=O)OCC)[C@]2(C)C1=O	5.4%
31	O=C(CN1CCCC1)Nc1ccc(OC(F)(F)F)cc1	24.3%
32	CC1CN(S(=O)(=O)c2ccc(C(=O)Nc3ccccc3F)cc2)CC(C)O1 (centres undefined)	13.2%
33	COc1ccc(-c2cc(C(=O)N3CCOCC3)c3ccccc3n2)cc1OC	2.2%
34	COc1ccccc1NC(=O)c1ccc(S(=O)(=O)N(C)c2ccccc2)cc1	-4.4%
35	O=C(O)CCn1c(SCCOc2ccccc2F)nc2ccccc21	5.6%
36	O=C(Cc1ccsc1)Nc1ccc2c(c1)OCO2	-0.7%
37	CN(C)c1ccc(C#Cc2ccc3cc(CCO)oc(=O)c3c2)cc1	-0.8%
38	CC(C)(C)OC(=O)N1CCN(C(=O)c2[nH]cnc2C(=O)NCC(=O)OCc2ccccc2)CC1	-1.2%
39	COCCNC(=O)CN(C(=O)c1ccc(N2CCCC2)nc1)c1ccc(F)c(Cl)c1	1.1%
40	C#CC(CCN1CCCCC1)(OC)c1ccccc1 (centres undefined)	2.1%
41	CCCN(C(=O)c1cc(S(=O)(=O)N(C)c2ccc(OCC)cc2)ccc1C)C1CCS(=O)(=O)C1 (centres undefined)	-1.0%
42	COc1cc(CC(=O)OCC(=O)c2c[nH]c3ccccc23)cc(OC)c1OC	-0.4%
43	O=C(NNC(=O)c1ccccc1F)c1ccc(-c2ccc(Cl)cc2)o1	-4.5%
44	COCc1nnc(NS(=O)(=O)c2ccc(F)cc2)s1	4.4%
45	COC(=O)c1ccc(-c2c(-c3ccccc3)ncc3cc(F)ccc23)cc1	18.9%
46	Cc1ccc(S(=O)(=O)NCC(C)NS(=O)(=O)c2ccccc2[N+](=O)[O-])cc1 (centres undefined)	1.1%
47	Cc1ccc(NC(=O)CSc2nnc(CNC(=O)c3ccco3)n2C)cc1	25.2%
48	COc1ccc(C#Cc2c(-c3ccccc3)n(-c3ccccc3)c3ccc(CO)cc23)cc1	0.0%
49	O=C(c1ccc(Cl)c(S(=O)(=O)N2CCCCC2)c1)N1CCCC(C(F)(F)F)C1 (centres undefined)	1.0%
50	COc1ccccc1OCC(=O)N1CCC2(CC1)CC(=O)c1ccccc1O2	-0.3%
51	O=C(COC(=O)Cc1c[nH]c2ccccc12)Nc1cc(S(=O)(=O)N2CCOCC2)ccc1Cl	-5.0%
52	COC(=O)Cn1c(N2CCCC2)nc2c1c(=O)n(C)c(=O)n2C	-1.6%
53	C[C@H](NC(=O)c1nc[nH]c1C(=O)N1CCN(C(=O)OC(C)(C)C)CC1)C(=O)OC(C)(C)C	4.0%
54	COc1cccc(NC(=O)CN(C)C(=O)c2ccccc2Sc2ccccc2C#N)c1	-3.6%
55	CCN(CC)S(=O)(=O)c1ccc(-c2cn3ccc(C)cc3n2)cc1	1.1%[2.29 µM]
56	COc1ccc(C(CNC(=O)c2sccc2C)N2CCOCC2)cc1 (centres undefined)	5.9%
57	COc1ccc(/C(O)=C2/C(=O)C(=O)N(CCCN3CCOCC3)C2c2ccc(OC)cc2)cc1 (centres undefined)	-3.9%
58	Nc1c(C(=O)CSc2nnc(Cc3ccccc3)o2)c(=O)[nH]c(=O)n1C1CC1	-4.4%
59	CCN(c1ccccc1)S(=O)(=O)c1ccc(Oc2ccc(C(C)=O)cc2OC)nc1	-0.4%
60	O=C(CN1CCOCC1)N/N=C/c1cccc2ccccc12	2.4%

# (cont.)
item	canonical_smiles	L3MBTL1 inh
61	O=C(Nc1ccccc1C(F)(F)F)C1CCCC1	0.8%
62	O=C(NS(=O)(=O)Nc1ccccc1)C1=C(N2CCCC2)COC1=O	-6.1%
63	Cc1ccc(/C=C/S(=O)(=O)NCCC(=O)NCc2ccccc2F)cc1	-2.0%
64	COc1ccc(NC(=O)CN(Cc2ccco2)Cc2ccco2)cc1S(=O)(=O)N1CCCCC1	-6.8%
65	CC(C)(CNC(=O)CNC(=O)c1ccccc1F)N1CCOCC1	-0.8%
66	COc1ccccc1-c1sc2ccccc2c1-c1ccc(O)cc1	-3.8%
67	CC(=O)c1ccc(-c2ccc(C(=O)NCC(c3ccco3)N(C)C)o2)cc1 (centres undefined)	-11.4%
68	CCCCNC(=O)c1nn2c(C(F)(F)F)cc(-c3ccc(OC)cc3)nc2c1Br	7.9%
69	Cc1cccc(COc2ccccc2C(=O)NC2CCC(O)CC2)c1 (centres undefined)	0.9%
70	COc1ccc(CCN(C)C/C=C/c2ccccc2)cc1OC	-0.1%
71	CCN(CC(=O)N1CCCC1)S(=O)(=O)c1ccccc1	4.1%
72	O=C(Nc1ccc(F)c(F)c1)C1CCN(S(=O)(=O)c2cccs2)CC1	-5.0%
73	CN(C(=O)c1ccco1)c1nc(-c2ccc(F)cc2)cs1	-1.9%
74	Cc1c(C(=O)N(C)CCOc2ccccc2)oc2c(Cl)cccc12	31.9%[activator]
75	O=C(Nc1ccccc1OC(F)F)C1CC(=O)N(Cc2ccccc2)C1 (centres undefined)	6.4%
76	Cn1c2ccccc2c(=O)c2cc(C#Cc3cccc(N)c3)ccc21	3.9%
77	CC[C@@]1(C(=O)OC)N[C@H](CN(C)C(C)=O)[C@@H]2C(=O)N(Cc3ccccc3)C(=O)[C@@H]21	8.9%
78	Cc1ccc(SCC(=O)OCc2csc(CC(=O)Nc3ccccc3C)n2)cc1C	4.2%
79	Cc1occc1C(=O)NNC(=O)c1ccc(S(=O)(=O)N(C)C)cc1	6.5%
80	O=C(Cc1cccs1)Nc1ccccc1	0.6%
81	COc1ccc(-c2cccc(-c3nc4ccc(Cl)cn4c3NC3CCCCC3)c2)cc1	0.2%
82	CC1C(=O)Nc2ccc(S(=O)(=O)N3CCCCCC3)cc21 (centres undefined)	1.6%
83	Cc1ccc(-c2nn(-c3ccccc3)cc2C(=O)NC2CCC(O)CC2)cc1 (centres undefined)	-2.0%
84	CCOc1ncccc1C(=O)OCC(=O)NC1CCCCC1	0.7%
85	O=C1C=C(c2cc3ccccc3s2)C[C@@H](c2ccc3c(c2)OCO3)C1	-8.7%
86	COc1cc(S(=O)(=O)N2CCOCC2)ccc1NC(=O)COC(=O)/C=C/c1cc(OC)c(OC)c(OC)c1	-8.4%
87	O=C(COc1ccccc1)Nc1ccc2[nH]ncc2c1	1.2%
88	CCOc1ccc2nc(NS(=O)(=O)c3cccs3)sc2c1	-10.4%
89	COc1ccc(C(=O)Cn2cc[n+](C)c2)cc1	6.0%
90	CCN1C(=NCCOC)N[C@@H](c2cccc(F)c2)C(C(=O)OC)=C1C	11.7%
91	CCCC(=O)Nc1ccc(C(=O)COC(=O)C2CC2)cc1	1.8%
92	COc1ccc(C(CNC(=O)C(CCSC)NC(=O)c2ccccc2Cl)N2CCOCC2)cc1 (centres undefined)	4.7%
93	COc1ccc(-c2cccc(NS(=O)(=O)c3cc([N+](=O)[O-])ccc3Cl)c2)nn1	-11.3%
94	O=C(c1ccc(Cl)cc1)N1CCC(C(=O)N2CCN(c3ncccn3)CC2)CC1	4.0%
95	CCOC(=O)c1c(C)[nH]c(C(=O)OCC(=O)Nc2cc(C)nn2-c2ccccc2)c1C	-9.4%
96	CC(NC(=O)c1ccccc1)C(=O)OCn1nnc2ccccc2c1=O (centres undefined)	-3.8%
97	O=C(NCCn1c(C(F)(F)F)nc2cc(C(F)(F)F)ccc21)[C@H]1CCCN1c1nc(CN2CCCCC2)cs1	-1.3%
98	COc1ccc(C(=O)NNS(=O)(=O)c2ccc(OC)cc2)cc1	2.5%
99	CC(=O)Oc1c(C)c2c3c(c1OC(C)=O)[C@@H](C)CC[C@@H]3[C@@H](C)C[C@H]2C=C(C)C	-3.3%
100	COc1ccc(Cc2nnc(SCC(=O)N(C)CC(=O)Nc3ccc(C)cc3)o2)cc1	2.1%

# Three entries out of the list, arranged by number of heavy atoms, descending.
item	canonical_smiles	L3MBTL1 inh
97	O=C(NCCn1c(C(F)(F)F)nc2cc(C(F)(F)F)ccc21)[C@H]1CCCN1c1nc(CN2CCCCC2)cs1	-1.3%
100	COc1ccc(Cc2nnc(SCC(=O)N(C)CC(=O)Nc3ccc(C)cc3)o2)cc1	2.1%
91	CCCC(=O)Nc1ccc(C(=O)COC(=O)C2CC2)cc1	1.8%

# Remaining list, next part
item	canonical_smiles	L3MBTL1 inh
101	O=C(CSC(=S)N1CCCC1)NCC(=O)Nc1ccccc1Br	-3.3%
102	Cc1ccc(C(=O)NCc2ccccc2CN2CCCC2)cc1S(=O)(=O)N1CCOCC1	-0.9%
103	CCOc1cc(S(=O)(=O)NCC2CCCO2)ccc1F (centres undefined)	?
104	COC(=O)c1cc(S(=O)(=O)N2CCN(c3cccc(Cl)c3)CC2)c[nH]1	0.2%
105	CN(C)CCCNC(=O)C(=O)NCC(c1cccs1)S(=O)(=O)c1ccc(F)cc1 (centres undefined)	2.4%
106	O=C(Nc1ccccc1N1CCCCC1)C1CCN(S(=O)(=O)c2cccc(C(F)(F)F)c2)CC1	1.8%
107	CSCCC(NS(=O)(=O)c1cccc(C(F)(F)F)c1)C(=O)Nc1ccccc1N1CCCC1 (centres undefined)	-2.2%
108	COc1ccc(CNCc2cccc3ccccc23)cc1	4.6%
109	Cc1noc(C)c1COc1ccccc1C(=O)N(C)CC(=O)Nc1ccc(F)cc1	3.1%
110	CCOC(=O)CCNC(=O)N1CCC(CCC(=O)NCc2ccc(F)cc2)CC1	0.6%
111	Cc1cccc(C(=O)OCC(=O)N(C)C(c2ccccc2)c2ccccc2)c1[N+](=O)[O-]	-24.8%
112	Cc1cccc(OCC(=O)N(Cc2nnc(-c3ccccc3Cl)o2)C2CC2)c1	-0.9%
113	CCOc1ccc(S(=O)(=O)NCCC(=O)N(CC)CC(=O)Nc2c(F)cccc2F)cc1	1.7%
114	COc1ccc(NCc2cccnc2)cc1	-5.4%
115	CC(OC(=O)c1ccc2ncsc2c1)C(=O)Nc1cccc(Cl)c1 (centres undefined)	?
116	COc1ccc(N(CC(=O)NC2CCS(=O)(=O)C2)S(=O)(=O)c2cc(C)ccc2C)cc1 (centres undefined)	-5.7%
117	CC(C)(C)OC(=O)N1CCC(C(=O)Nc2ccc(C(=O)N3CCOCC3)cc2)CC1	1.0%
118	Cc1cc(C(=O)COC(=O)C23CC4CC(CC(O)(C4)C2)C3)c(C)n1C	-8.1%

# Screen by screen, from the results shown:
# L3MBTL1 inh, entries 37–45 → -0.8%, -1.2%, 1.1%, 2.1%, -1.0%, -0.4%, -4.5%, 4.4%, 18.9%
